Compound activity: PubChem, National Center for Advancing Translational Sciences (NCATS)
Pol eta inh: inhibitors of human DNA polymerase eta | recombinant Pol eta, fluorescent DNA replication assay | Potency, µM (highest dose often 114 µM), for inactives: at the highest dose activity change, negative = inhibition, usual class: inhibitors | AID 588591 | 1.2% of 390,000 active | Q9Y253; note: % is set by controls: 0 for no effect and ±100 for the full control effect
Target sequence (Q9Y253 whole entry, looked up): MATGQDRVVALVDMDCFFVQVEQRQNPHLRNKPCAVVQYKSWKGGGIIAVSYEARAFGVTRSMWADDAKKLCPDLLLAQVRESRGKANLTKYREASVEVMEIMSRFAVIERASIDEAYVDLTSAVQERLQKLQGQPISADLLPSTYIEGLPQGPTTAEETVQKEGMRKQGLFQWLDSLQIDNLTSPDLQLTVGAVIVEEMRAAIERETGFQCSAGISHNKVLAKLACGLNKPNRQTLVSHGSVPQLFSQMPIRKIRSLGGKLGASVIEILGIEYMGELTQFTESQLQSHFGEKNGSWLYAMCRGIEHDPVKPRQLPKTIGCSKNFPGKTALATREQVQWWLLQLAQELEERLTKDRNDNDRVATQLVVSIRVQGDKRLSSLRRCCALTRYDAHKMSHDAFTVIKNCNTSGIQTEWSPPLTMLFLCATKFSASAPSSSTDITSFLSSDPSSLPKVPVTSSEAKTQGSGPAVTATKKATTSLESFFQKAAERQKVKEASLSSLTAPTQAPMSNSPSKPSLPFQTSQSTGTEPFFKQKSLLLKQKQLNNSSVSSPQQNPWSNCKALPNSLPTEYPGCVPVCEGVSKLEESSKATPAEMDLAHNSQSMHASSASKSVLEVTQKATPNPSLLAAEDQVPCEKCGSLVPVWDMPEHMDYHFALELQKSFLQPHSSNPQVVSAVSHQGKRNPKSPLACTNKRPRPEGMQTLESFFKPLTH
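Pol eta at 10 nM preincubated with compounds 15 min at room temperature; reaction started with fluorescent substrate (50 nM final) and read kinetically at 0 and 10 min.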
POLK inh: blocks human DNA polymerase kappa activity | Potency, µM (series often up to 107 µM), for inactives: top-dose activity, negative = inhibition, most hits filed as inhibitors | 0.53% of 400,000 active | AID 588579 | Q9UBT6 | purified Pol kappa, fluorescent DNA synthesis assay, 10 min; note: % is set by controls: 0 for no effect and ±100 for the full control effect
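Here, compound and 10 nM enzyme are combined for 15 min at room temperature; adding 50 nM substrate (final) starts DNA synthesis, tracked by fluorescence at 0 and 10 min against buffer-only wells.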
G9a block: inhibitors of human histone lysine methyltransferase G9a; Potency, µM (top dose mostly 102 µM), for the others: at the highest dose activity, negative = inhibition, most hits filed as inhibitors; 8.8% of 350,000 active; AID 504332; Q96KQ7; G9a H3K9 monomethylation, AlphaScreen, 2 h; note: % is set by controls: 0 for no effect and ±100 for the full control effect; nearly all actives have a fitted effect of over 75% in size
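Enzyme 20 nM + cpd, 15 min RT; add b-H3K9 pep 500 nM / SAM 20 uM; 2 h RT; anti-H3K9me1 Ab 0.5 ug/mL + SA donor / anti-rabbit acceptor beads 20 ug/mL each, 10 min; AlphaScreen read.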
BLM helicase inh: blocks DNA unwinding by human BLM helicase | recombinant BLM DNA unwinding, fluorescence dequenching | AID 2528 | P54132 | 0.2% of 350,000 active | Potency, µM (titrated, usually from 56.1 µM), without a hit: at the highest dose activity change, negative = inhibition, actives largely listed as inhibitors;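 note: plate controls were vehicle for no effect and no enzyme for full effect; nearly all actives have a fitted effect of over 35% in size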
BAZ2B inh: blocks human BAZ2B; Q9UIF8; AlphaScreen BAZ2B-H3K14Ac peptide displacement; Potency, µM (doses to about 114 µM), without a hit: at the highest dose activity change, negative = inhibition, hits mostly inhibitors; 4.4% of 360,000 active; AID 504333; note: % is set by controls: 0 for no effect and ±100 for the full control effect; nearly all actives have a fitted effect of over 60% in size
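Complex of BAZ2B and biotin-H3K14Ac (50 nM apiece) forms over 30 min at RT, then faces library compounds up to 110 uM for another 30 min; AlphaScreen beads added, 20 min dark incubation, luminescence read.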
Pol beta inh: DNA polymerase beta (human) inhibition; Pol beta primer extension/strand displacement, fluorescence kinetic; 1.3% of 340,000 active; AID 485314; P06746; Potency, µM (series often up to 114 µM), for inactives: at the highest dose activity change, negative = inhibition, usual class: inhibitors; note: % is set by controls: 0 for no effect and ±100 for the full control effect
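Human Pol beta at 10 nM; strand-displacement substrate 50 nM final. Compound exposure 15 min at room temperature before start, reaction 10 min at room temperature.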
Apoferritin bind: candidate novel general anesthetic via apoferritin binding; Potency, µM (series often up to 77.5 µM), for the others: at the highest dose activity change, negative = displacement, hits mostly inhibitors; 0.074% of 350,000 active; P02791; apoferritin/1-aminoanthracene competitive binding, fluorescence; note: % is set by controls: 0 for no effect and ±100 for the full control effect; nearly all actives have a fitted effect of over 20% in size
Target sequence (P02791 2-175 limits assumed): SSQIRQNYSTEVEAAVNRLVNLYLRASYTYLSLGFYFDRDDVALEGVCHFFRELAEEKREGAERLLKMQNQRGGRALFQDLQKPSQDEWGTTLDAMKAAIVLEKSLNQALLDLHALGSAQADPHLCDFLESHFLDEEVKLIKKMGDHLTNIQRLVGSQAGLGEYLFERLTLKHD
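Concentration-response curves derived by four-parameter Hill fitting of normalized fluorescence, where compounds displaced 1-AMA from 10 uM horse apoferritin following a brief 10 min room-temperature incubation; propofol titration acted as positive control.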
APEX1 inh: blocks human APE1 abasic DNA cleavage; recombinant APE1, TAMRA/BHQ-2 abasic DNA cleavage fluorescence; Potency, µM (titrated, usually from 65.8 µM), for inactives: at the top dose activity change, negative = inhibition, most hits filed as inhibitors; 0.35% of 350,000 active;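 note: plate controls were vehicle for no effect and reference inhibitor for full effect; nearly all actives have a fitted effect of over 55% in size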
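0.75 nM APE1 + cpd, 15 min RT; start w/ 50 nM TAMRA/BHQ-2 THF-abasic dsDNA; kinetic fluor 525/598 nm ×3 reads @60 s; Δ(read3−read1); normalized to DMSO and NSC13755 control wells.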
POLI inh: inhibitors of human DNA polymerase iota; Q9UNA4; Pol iota fluorescent replication assay, 10 min; Potency, µM (doses to about 115 µM), without a hit: top-dose activity, negative = inhibition, usual class: inhibitors; 1% of 390,000 active
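Pol iota at 10 nM preincubated 15 min with compounds at room temperature; reaction started with fluorescent substrate, 50 nM final. Fluorescence read kinetically at 0 and 10 min; buffer-only wells as negative control.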
* hit, by the source's call; ? = inconclusive; · = not tested or not shown; & = joins results of further samples; [ ] = dose if it differs, or a comment. Calls come from the whole dose curve; as a rule, active = well fitted curve in the direction sought with a large enough effect; inconclusive = small, poorly fitted or top-dose-only effect, or another doubt; inactive = no such curve, though single readings can be large; an effect the other way counts as inactive or inconclusive. Potency is the fitted concentration of half-maximal effect. Some of the compounds tested. The share of hits here may be higher or lower than overall.

SMILES | Pol eta inh | POLK inh | G9a block | BLM helicase inh | BAZ2B inh | Pol beta inh | Apoferritin bind | APEX1 inh | POLI inh
CSc1ncc(CN2CCCC(C(=O)Nc3ccc(-c4ccco4)cc3)C2)cn1 (stereo unspecified) | ? | -11% | 10µM* | -11% | ? | ? | -34% | 9% | ?
S=c1[nH]nc(COc2ccccc2)n1-c1ccccc1 | -23% | 1% | 2.5µM* | -1% | 0% | 15% | -6% | 0% | 13%
COc1ccc2oc(C(=O)NN3C(C)CCCC3C)c(C)c2c1 (stereo unspecified) | -17% | -8% | 6% | -1% | -10% | 0% | -6% | 1% | 51%[activator]
O=C(c1ccc2c3c(cccc13)CC2)C1CCCN(C(=O)c2ccc(=O)[nH]c2)C1 (stereo unspecified) | ? | -23% | · | -12% | ? | ? | -6% | -1% | ?
CC(=O)c1ccc(N2CCN(C(=S)NCc3ccco3)CC2)cc1 | -19% | -10% | 56µM* | 1% | -30% | 12% | -11% | -5% | 16%
COc1ccc(NS(=O)(=O)c2ccc3c(c2)N(C(C)=O)CCO3)cc1 | -5% | -8% | 19% | 2% | -24% | 2% | -18% | 44% | -26%
COc1ccccc1CN1C(=O)C(=O)c2cccc(C)c21 | -14% | -2% | -20%[59 µM] | -6% | ? | 4% | -14% | · | -21%
Cc1cc(C(F)(F)F)nc(SCC(=O)Nc2cc(C)on2)n1 | -14% | 0% | 17% | 0% | ? | 0% | -8% | 2% | -16%
CC1CCN(C(C(=O)NC2CCCCC2)c2cc3c(cc2[N+](=O)[O-])OCO3)CC1 (stereo unspecified) | -24% | -16% | ? | -5% | ? | 0% | -12% | 2% | 32%[activator]
COc1ccc(C(=O)OCC(=O)Nc2sccc2C(N)=O)cc1OC | -15% | 4% | · | -5% | 1% | 20% | 3% | 1% | -9%
CCSc1nc(=S)n(CC)c(C)c1C(C)=O | -12% | 2% | -8%[59 µM] | 2% | 5% | 3% | -12% | 2% | 31%[activator]
CN1CCN(C(=O)CCCN2C(=O)/C(=C/c3cccc(Br)c3)SC2=S)CC1 | -3% | -20% | 40µM* | 2% | 45µM* | 2% | 4% | 5% | ?
CCOC1(c2ccccc2)CC1C(=O)N/N=C/c1cccc([N+](=O)[O-])c1 (stereo unspecified) | 3% | -8% | -4% | -4% | -5% | -3% | -17% | 2% | 3%
CCCCCOC(=O)C1=C(C)N(C)C(=O)NC1c1cc(Br)c(O)c(OC)c1 (stereo unspecified) | ? | -13% | -5%[12.7 µM] | -7% | -27% | -3% | -14% | 4% | 23%
Cc1cc(-n2c(C)cc(C(=O)CSc3nnc4sc5ccccc5n34)c2C)no1 | -12% | 0% | 2%[12.7 µM] | 3% | 35% | 14% | -8% | 4% | -4%

A second format for some results above:
Sequence of screens: Pol eta inh, POLK inh, G9a block, BLM helicase inh, BAZ2B inh, Pol beta inh, Apoferritin bind, APEX1 inh, POLI inh
- S=c1[nH]nc(COc2ccccc2)n1-c1ccccc1
 : -23%, 1%, 2.5µM*, -1%, 0%, 15%, -6%, 0%, 13%
- COc1ccc2oc(C(=O)NN3C(C)CCCC3C)c(C)c2c1 (stereo unspecified)
 : -17%, -8%, 6%, -1%, -10%, 0%, -6%, 1%, 51%[activator]

(more compounds)
SMILES | Pol eta inh | POLK inh | G9a block | BLM helicase inh | BAZ2B inh | Pol beta inh | Apoferritin bind | APEX1 inh | POLI inh
COc1ccc(Cn2c(=O)c3oc4ccccc4c3n(CC(=O)Nc3cc(C)cc(C)c3)c2=O)cc1 | -16% | -14% | -28%[59 µM] | -6% | -16% | -1% | -12% | · | 8%
CC1CCCN(C(=O)CNC(=O)c2sc3ccccc3c2Cl)C1 (stereo unspecified) | -7% | -16% | -19% | · | -9% | · | · | 11% | 12%
CN1C(=O)SC(Nc2ccccc2C(=O)O)C1=O (stereo unspecified) | -13% | 2% | -35% | -5% | -29% | 34% | -1% | -11% | 1%
CCn1nnc(NC(=O)Cc2ccc(Cl)cc2)n1 | -20% | -1% | 13% | -2% | -14% | -7% | -12% | 2% | 158%[activator]
COC(=O)c1c(NC(C)=O)sc(Cc2ccccc2)c1C | -8% | -19% | 20% | -10% | 0% | 0% | ? | 1% | -3%
O=C(Nc1nc2ccc([N+](=O)[O-])cc2s1)c1ccc(S(=O)(=O)N2CCCc3ccccc32)cc1 | -24% | -3% | 1% | -1% | -18% | -16% | -7% | 0% | 122%[activator]
COc1ccc(S(=O)(=O)N2CCCCC2)cc1NC(=O)c1ccco1 | -16% | -5% | 30% | -3% | -5% | -18% | 0% | 46%[activator] | 24%
C/C(N)=C(/C#N)C(=O)CSc1nc2scc(-c3ccc(F)cc3)c2c(=O)n1C | 4% | -7% | ? | -2% | -5% | 20% | -4% | 16% | 6%
O=C(Nc1ccc(Br)cc1)c1ccc(N2C(=O)C3CC=CCC3C2=O)cc1 (stereo unspecified) | -10% | -14% | ? | 1% | -1% | 1% | -7% | 8% | -10%
COC(=O)c1c(NC(=O)C(=O)NCC2CCCO2)sc2c1CC(C)(C)OC2 (stereo unspecified) | -7% | -3% | -4%[59 µM] | 1% | -15% | 11% | -4% | 80%[activator] | 6%
Cc1ccccc1CNC(=O)Cc1ccc(NC(=O)N2CCCCc3ccccc32)cc1 | -18% | -2% | 9%[59 µM] | -3% | -13% | -10% | 0% | · | 33%[activator]
O=C(NC(=S)Nc1cccc([N+](=O)[O-])c1)c1ccccc1 | -17% | -10% | -16%[59 µM] | -3% | -24% | ? | -1% | 0% | 36%
CC(C)C(=O)NC(NC(=O)C(C)C)c1ccc([N+](=O)[O-])cc1 | -15% | -19% | 13%[59 µM] | -1% | 13% | 18% | 1% | 12% | 4%
O=C(CNCCCO)Nc1cc(C(F)(F)F)cc(NC(=O)CNCCCO)c1Cl | -12% | -15% | 11µM* | 5% | 10% | 9% | -5% | 0% | 5%
COc1ccc(C(=O)N(C(C)C)C(C)C)c(OC)c1 | -1% | -7% | 4%[12.7 µM] | -1% | 5% | 5% | ? | 1% | 4%
Cc1nc(SCC(=O)c2c(N)n(C3CC3)c(=O)[nH]c2=O)[nH]c(=O)c1CCO | -7% | 1% | 13%[12.7 µM] | · | 3% | · | · | 12% | -13%
O=C(/C=C/c1cccc(Oc2ccccc2)c1)N1CCOCC1 | -7% | -13% | -19% | 0% | -4% | ? | -8% | -3% | 5%
CCc1cc2c(NC(Cc3ccccc3)C(=O)O)nc(C)nc2s1 (stereo unspecified) | 2% | -5% | 3% | -3% | -4% | 0% | -8% | 34% | ?
O=C(O)C(Cc1ccccc1)N1CCS(=O)(=O)CC1 (stereo unspecified) | -3% | -10% | 31% | -4% | -5% | 4% | 4% | -3% | 11%
CC/C(=N/Nc1cccc(Cl)c1)c1cnnc(SC)n1 | ? | -20% | 6%[59 µM] | -15% | 2% | 1% | -10% | 1% | 6%
Cc1cc(C(=O)Nc2cc(C(F)(F)F)ccc2N2CCOCC2)no1 | -17% | 1% | 29% | -8% | 10% | 2% | -5% | -1% | 24%
CC(=O)NC1(c2cccc(F)c2)CCN(C(=O)Nc2ccc(C#N)cc2)CC1 | -8% | 3% | 18%[2.33 µM] | 0% | 10% | 42% | -5% | -4% | -10%
O=C(COc1ccc(F)cc1)Nc1cc(Cl)ccc1-n1cncn1 | 0% | -17% | 56µM* | · | 9% | · | · | 12% | 32%[activator]
COCC(=O)N1CCC2(CCCN(Cc3nccs3)C2)CC1 | · | -10%[60.1 µM] | 3%[12.7 µM] | 1% | · | · | · | -1% | ·
COc1ccc(Cl)cc1NC(=O)C(C)Sc1nncn1C (stereo unspecified) | ? | -3% | 0% | 0% | -5% | -1% | -11% | -3% | 11%
CC1(C)CC(=O)C=C(c2ccc(F)cc2OCc2ccccc2)C1 | ? | -3% | -2%[0.501 µM] | · | 43%[activator] | · | · | -11% | 8%
Cc1sc2nc(CSCC(=O)NC3CCCCC3)[nH]c(=O)c2c1C | -7% | -8% | -8%[0.501 µM] | · | 9% | · | · | -5% | ?
COc1ccc2nc(N(Cc3cccnc3)C(C)=O)sc2c1 | -18% | -13%[60.1 µM] | -1%[59 µM] | 1% | -14% | 2% | -6% | · | 15%
CCCCCCN(C(=O)CCCCCN1C(=O)NC(c2ccc(Cl)cc2)C(C(=O)OCc2ccccc2)=C1C)C(C(=O)NCCCC)c1ccc(OCC(=O)OC)c(C(=O)OC)c1 (stereo unspecified) | · | · | 1% | -6%&-8% | -2% | -1% | 4%&-5% | 20%&-1% | ·
CCCCn1c(N)c(N(CCOC)C(=O)c2cccc(S(=O)(=O)N(CC)c3ccccc3)c2)c(=O)[nH]c1=O | -1% | -6% | ? | · | 10% | · | · | 20% | 27%
COC(=O)c1ccc(NCC(=O)c2ccccc2)cc1 | 0% | -17% | 50µM* | -1% | -2% | 35% | -16% | -4% | -5%
CS(=O)(=O)N1CCc2cc(-c3csc(NCC4CCCO4)n3)ccc21 (stereo unspecified) | -4% | 0% | 5.6µM* | -11% | -6% | 22% | -20% | 11% | 2%
Cc1cc2nn(-c3ccc(F)cc3)nc2cc1NC(=O)c1cc(Cl)ccc1Cl | -3% | -10% | ? | 1% | -7% | 10% | -4% | · | -12%
Cc1ccc(NC(=O)NC2CCCCC2)cc1Cl | -13% | -3% | 22%[12.7 µM] | -1% | -3% | 4% | -5% | -1% | 7%[58.9 µM]
COc1ccc(Cl)cc1NC(=O)CSc1nc2sccc2c(=O)[nH]1 | -29% | -16% | 2% | 6% | 0% | 56µM* | 2% | 37%[activator] | 3%
CCCSCCCNC(=O)CN1C(=O)CCn2nc(-c3cn(C)c4ccccc34)cc21 | -11% | -2%[60.1 µM] | -23%[59 µM] | 3% | -27% | 0% | -19% | · | -2%

Complete entries, quoted from the list:
S=c1[nH]nc(COc2ccccc2)n1-c1ccccc1 across the screens: Pol eta inh = -23%; POLK inh = 1%; G9a block = 2.5µM*; BLM helicase inh = -1%; BAZ2B inh = 0%; Pol beta inh = 15%; Apoferritin bind = -6%; APEX1 inh = 0%; POLI inh = 13%
CN1C(=O)SC(Nc2ccccc2C(=O)O)C1=O (stereo unspecified) across the screens: Pol eta inh = -13%; POLK inh = 2%; G9a block = -35%; BLM helicase inh = -5%; BAZ2B inh = -29%; Pol beta inh = 34%; Apoferritin bind = -1%; APEX1 inh = -11%; POLI inh = 1%
